Nrf2 block – inhibitors of Nrf2 signaling | A549 ARE-Fluc reporter, luciferase luminescence, 18-24 h | Potency, µM (highest dose often 46 µM), for inactives: at the top dose activity change, negative = inhibition, hits mostly inhibitors | actives 2.1% (n = 360,000) | AID 504444; further: potency means the concentration at half of the fitted maximal effect; on the % scale 0 is the no-effect control and ±100 the full control effect; nearly all actives have a fitted effect of over 60% in size
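Two sequential reads on A549 ARE_Fluc cells exposed to compound for 18-24 h: a CellTiter-Fluor fluorescence read for viability, then a luciferase luminescence read for Nrf2/ARE activity.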
EPAC2 antag – EPAC2 (human) antagonism | EPAC2 GEF exchange of Rap1B-BODIPY-GDP, fluorescence | Potency, µM (doses to about 114 µM), without a hit: at the top dose activity, negative = inhibition, hits mostly inhibitors | actives 0.18% (n = 360,000) | AID 720708; further: potency means the concentration at half of the fitted maximal effect; on the % scale 0 is the no-effect control and ±100 the full control effect; nearly all actives have a fitted effect of over 45% in size; many of its hits are not listed in these tables
Target sequence (Q8WZA2 whole entry, looked up): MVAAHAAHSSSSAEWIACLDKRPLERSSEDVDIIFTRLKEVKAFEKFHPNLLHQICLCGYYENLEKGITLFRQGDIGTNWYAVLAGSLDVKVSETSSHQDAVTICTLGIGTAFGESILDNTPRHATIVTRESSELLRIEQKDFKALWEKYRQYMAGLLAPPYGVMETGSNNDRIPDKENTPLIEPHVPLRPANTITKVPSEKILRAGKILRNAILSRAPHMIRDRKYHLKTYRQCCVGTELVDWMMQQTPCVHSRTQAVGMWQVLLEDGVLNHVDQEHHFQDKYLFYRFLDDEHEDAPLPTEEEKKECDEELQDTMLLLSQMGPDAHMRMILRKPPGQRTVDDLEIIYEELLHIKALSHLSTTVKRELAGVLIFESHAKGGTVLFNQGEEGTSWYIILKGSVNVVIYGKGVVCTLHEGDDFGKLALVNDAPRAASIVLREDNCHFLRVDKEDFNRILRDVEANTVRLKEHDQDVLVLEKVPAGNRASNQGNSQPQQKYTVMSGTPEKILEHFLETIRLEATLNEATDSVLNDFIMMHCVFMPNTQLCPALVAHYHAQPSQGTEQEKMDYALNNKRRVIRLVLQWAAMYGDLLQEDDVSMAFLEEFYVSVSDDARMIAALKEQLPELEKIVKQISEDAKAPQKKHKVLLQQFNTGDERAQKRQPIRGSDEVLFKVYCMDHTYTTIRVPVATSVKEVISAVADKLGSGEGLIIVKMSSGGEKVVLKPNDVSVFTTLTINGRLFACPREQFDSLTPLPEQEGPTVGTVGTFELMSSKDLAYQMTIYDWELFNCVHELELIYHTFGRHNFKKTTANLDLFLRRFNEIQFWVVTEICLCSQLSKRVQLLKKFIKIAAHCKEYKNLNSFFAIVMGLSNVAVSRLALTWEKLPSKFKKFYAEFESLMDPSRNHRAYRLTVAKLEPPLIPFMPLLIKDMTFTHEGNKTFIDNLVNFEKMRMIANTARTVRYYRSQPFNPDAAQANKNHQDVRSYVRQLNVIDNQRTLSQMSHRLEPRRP
Nrf2 ARE act – activates Nrf2 signaling | AREc32 ARE-luciferase reporter (MCF7-derived line), luminescence, 24 h | Potency, µM (titrated, usually from 46.1 µM), for inactives: top-dose activation, hits mostly activators | actives 0.31% (n = 410,000) | AID 624171; further: potency means the concentration at half of the fitted maximal effect; % of control where 0% means no effect; nearly all actives have a fitted effect of over 65% in size
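For detection, Steady-Glo was added and plates sat 30 min at RT; before that, AREc32_Fluc cells grown overnight in OPTI-MEM/5% FBS had been treated with 23 nL compound for 24 hr at 37 deg C.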
Akt phos inh – blocks phosphorylation of Akt; Neuro2A IGF-stimulated pAkt S473 HTRF, 20 min; hits give low values; activity change, % for hits at 50 µM; actives 0.32% (n = 360,000); in the data active means activity change below about -80%; inconclusive means mostly about -51% to -80%; further: on the % scale 0 is the no-effect control and ±100 the full control effect
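Neuro2A cells in DMEM with 0.5% FBS, overnight at 37 deg C, given compound at single 50 µM final, then IGF (6 nM final) for 20 min at 37 deg C. Lysed; phospho-Akt Ser473 by HTRF after 24 h, 665/615 ratio.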
EPAC2 agonist – agonists of human EPAC2 (RAPGEF4). actives 0.079% (n = 360,000). Q8WZA2. AID 720711. EPAC2 activation, biochemical qHTS; response scale: 100% = 6.5 mM cAMP response. Potency, µM (doses to about 154 µM), without a hit: at the highest dose activation, hits mostly activators; further: potency means the concentration at half of the fitted maximal effect; nearly all actives have a fitted effect of over 50% in size
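Each well held 100 nM EPAC2, 250 nM RAP1B-BODIPY-GDP and 50 uM GDP. Fluorescence, read at 5-min intervals to 30 min, was referenced to a 6.5 mM cAMP positive control.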
A549 tox – kills or reduces viability of A549 cells in Nrf2 counter-screen; actives 0.16% (n = 390,000); Potency, µM (titrated, usually from 46 µM), for inactives: top-dose activity change, negative = cytotoxicity, hits mostly inhibitors; A549 ARE-Fluc cells, CellTiter-Fluor viability, 18-24 h; further: potency means the concentration at half of the fitted maximal effect; on the % scale 0 is the no-effect control and ±100 the full control effect
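Cytotoxicity counterscreen: CellTiter-Fluor fluorescence was measured in A549 ARE_Fluc cells after 18-24 h of compound exposure in a concentration series. The subsequent BugLite luminescent read reports ARE-luciferase activity.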
TGFb SMAD3 inh – blocks TGF-b signaling. actives 1.2% (n = 410,000). Potency, µM (series often up to 46.1 µM), without a hit: top-dose activity, negative = inhibition, actives largely listed as inhibitors. HepG2 CAGA-GFP TGF-b/SMAD3 reporter, GFP fluorescence, 18 h; TGF-beta stimulated, 500 pg/mL final; further: potency means the concentration at half of the fitted maximal effect; on the % scale 0 is the no-effect control and ±100 the full control effect; nearly all actives have a fitted effect of over 65% in size
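Per well, imaged GFP fluorescence of HEPG2 CAGA-GFP cells gives the signal; cells get compound, then TGF-beta (500 pg/mL final), 18 h at 37 degrees C; %Activity versus -TGF-beta and +DMSO controls.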
CCT modulator – changes cytosolic chaperonin activity. actives 0.3% (n = 360,000). activity change, % (concentration not given with the values), hits read low. purified chaperonin ATPase assay, HTRF ADP detection, 30 min. AID 651819; in the data active means activity change below about -30%; further: on the % scale 0 is the no-effect control and ±100 the full control effect
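Enzyme 40 or 20 nM (batch-dependent) in Tris pH 7.4/KCl/MgCl2/DTT; cpd 76 uM single point; ATP 10 uM; 30 min 37 °C; Transcreener ADP HTRF detection, 30 min RT; ratio 665/615.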
MmCpn inh – inhibitors of Methanococcus maripaludis chaperonin (MmCpn). actives 0.031% (n = 330,000). purified Mm-Cpn ATPase, ADP Transcreener TR-FRET. Potency, µM (doses to about 76.9 µM), for the others: at the highest dose activity, negative = inhibition, usual class: inhibitors; further: potency means the concentration at half of the fitted maximal effect; on the % scale 0 is the no-effect control and ±100 the full control effect; nearly all actives have a fitted effect of over 80% in size
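ATPase read-out: TR-FRET ADP immunoassay (anti-ADP Eu cryptate vs ADP-d2), ex 320 nm, em 590/665 nm; signal drops as ADP forms. Enzyme 25 nM, ATP 10 uM, 30 min at 37°C after 10 min compound preincubation.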
The depositor's hits bear a star; i = inactive; u = inconclusive; x = not tested or not shown; & = joins results of further samples; [ ] = another dose, or the depositor's remark. Unless noted, the call rests on the fitted dose curve; in most records, active means well fitted curve in the direction sought with a large enough effect; inconclusive means small, poorly fitted or top-dose-only effect, or another doubt; inactive means no such curve, though single readings can be large; an effect the other way counts as inactive or inconclusive. Only part of the results is shown; rates above refer to the full screens.

molecule,Nrf2 ARE act,Nrf2 block,EPAC2 agonist,TGFb SMAD3 inh,EPAC2 antag,CCT modulator,Akt phos inh,A549 tox,MmCpn inh
Cn1nnnc1SCC(=O)NCc1ccco1,-0.6%,-8%,8%,16%,2%,-1.7,i,1%,1%
CCOC(=O)Cn1c(=O)oc2cc(S(=O)(=O)N3CCn4c3nc3ccccc34)ccc21,0.4%,9%,12%,-6%,4%,0.9,i,-1%,0%
CCC(C)NS(=O)(=O)c1ccc(OCC(=O)N2CCCCC2)cc1 (stereo not given),0.2%,-15%,5%,16%,23%,-3.8,i,-9%,2%
CC(=O)Nc1ccc(NC(=O)c2cc(-c3cc(F)ccc3OCC3CCCO3)n[nH]2)cc1 (stereo not given),4.3%,x,-2%,31%[activator],6%,-0.2,i,x,x
CN1CCC(=C2c3ccccc3Sc3ccccc32)CC1,0.0%,14%,5%,10%,-15%,-2.1,i,-1%,x
O=S(=O)(Cc1ccccc1)NCC1CCCN(Cc2ccc3nonc3c2)C1 (stereo not given),-0.1%,3%,0%,-4%,9%,-1.8,i,-2%,3%
O=C(Cc1ccccc1)NCc1ccccn1,-0.1%,12%,13%,0%,-4%,-0.9,i,11%,0%
S=C(Nc1ccc(Br)cc1Cl)N1CCN(c2ccccn2)CC1,-0.8%,5%,1%,-1%,-5%,-2.4,i,-3%,-1%
Cc1cc2c(c(=O)n1Cc1ccc3c(c1)OCO3)C(c1cccnc1)C(C#N)=C(N)O2 (stereo not given),-0.4%,10%,-2%,-2%,-1%,0.0,i,-2%,0%
O=C(CSc1nc2ccccc2[nH]1)Nc1c(F)cccc1F,-0.1%,-2%,6%,10%,-2%,-0.8,i,0%,0%
CC(NC(=O)COC(=O)CCC(=O)c1ccc(Cl)cc1)c1ccccc1 (stereo not given),-0.2%,3%,2%,17%,-17%,-0.5,i,-4%,-3%
Cc1cccn2c(=O)c3cc(C(=O)NCC4CCCO4)c(=N)n(CCc4ccccc4)c3nc12 (stereo not given),0.1%,u,8%,8%,2%,1.0,i,2%,2%
Cc1ccc(NC(=O)CCC(=O)NNC(=O)C(C)(C)C)c(C)c1,0.4%,6%,6%,-13%,0%,-92*,i,0%,-4%
CCCCOc1ccc(OCCCC)c2c1NC1(N2)C(=O)N(C(C)=O)c2ccccc21,-0.5%,7%,-15%,0%,-4%,-0.3,i,-15%,-1%
C=CCNC(=O)c1ccc(Sc2ccc(C)cc2)c([N+](=O)[O-])c1,-0.7%,x,1%,6%,-4%,-2.7,i,1%,1%
CCOC(=O)C1(S(=O)(=O)c2ccc(Cl)cc2)CCN(Cc2ccc(C)cc2)CC1,3.2%,u,-5%,3%,-6%,0.3,i,-14%,1%
CC(Cn1cncn1)C(=O)N1CCN(S(=O)(=O)c2ccccc2)CC1 (stereo not given),0.2%,17%,6%,-1%,10%,-3.5,i,-2%,2%
CC(C)(C)c1ccc(OCC(=O)OCCNC(=O)c2cccnc2)cc1,0.0%,24%,-13%,7%,2%,-1.3,i,15%,1%
COc1ccccc1NC(=O)Nc1nnc(CC(=O)Nc2ccccc2C)s1,-0.7%,21%,2%,1%,14%,-0.2,i,0%,1%
COC(=O)c1cc(-c2ccc(Br)cc2)on1,0.1%,10%,6%,-4%,10%,-1.7,i,0%,-5%
Cc1ccc2cc(NC(=O)c3cccc(F)c3)ccc2n1,15%,u,5%,-26%,-5%,-0.8,i,-1%,0%
O=C(CCC(=O)c1cccs1)OCC(=O)N1CCN(C(=O)c2ccco2)CC1,1.9%,14%,27%,-1%,-5%[57.1 µM],-0.2,i,2%,-1%
CCN(CC)C(=O)CSc1nnc(SCc2ccc(Cl)cc2)s1,0.1%,u,3%,-1%,-8%,-2.1,i,1%,-5%
CCC(CC)C(=O)Nc1cccc(-c2ccc3nncn3n2)c1,0.6%,2%,9%,20%,-2%,1.4,i,-4%,-2%
COC(=O)C1CCN(C(=O)Cc2c(OC)ccc3cc(Br)ccc23)CC1,-1.2%,4%,4%,u,-24%,-0.5,i,-4%,-4%

Record cards, from the list above:
Cc1ccc2cc(NC(=O)c3cccc(F)c3)ccc2n1 is entered as Nrf2 ARE act = 15%; Nrf2 block = u; EPAC2 agonist = 5%; TGFb SMAD3 inh = -26%; EPAC2 antag = -5%; CCT modulator = -0.8; Akt phos inh = i; A549 tox = -1%; MmCpn inh = 0%
CCC(C)NS(=O)(=O)c1ccc(OCC(=O)N2CCCCC2)cc1 (stereo not given) is entered as Nrf2 ARE act = 0.2%; Nrf2 block = -15%; EPAC2 agonist = 5%; TGFb SMAD3 inh = 16%; EPAC2 antag = 23%; CCT modulator = -3.8; Akt phos inh = i; A549 tox = -9%; MmCpn inh = 2%

Other results follow:
molecule,Nrf2 ARE act,Nrf2 block,EPAC2 agonist,TGFb SMAD3 inh,EPAC2 antag,CCT modulator,Akt phos inh,A549 tox,MmCpn inh
Cc1nn(CC(=O)NC2CCC(C)CC2)c(=O)c2c1sc1ccccc12 (stereo not given),7.6%,u,x,-16%,x,x,x,1%,x
CCOc1cc(/C=C2\NC(=O)NC2=O)ccc1OC(C)C(=O)O (stereo not given),0.0%,1%,6%,2%,19%,0.0,i,-2%,-2%
CC(C)CNS(=O)(=O)c1ccc(S(=O)(=O)N2CCN(CCC#N)CC2)cc1,-0.7%,-12%,6%,-24%,5%,0.6,i,8%,0%
N#CC1=C(N)Oc2n[nH]c(-c3cccnc3)c2C1c1ccc([N+](=O)[O-])o1 (stereo not given),-1.8%,1%,-3%,u,11%,-1.5,i,-13%,u
Cc1cccc(C(C)C)c1NC(=O)c1ccc2c(c1)CCCN2S(C)(=O)=O,0.6%,-6%,x,4%,x,x,x,6%,x
O=C1OCCC1Sc1nnc(-c2ccco2)o1 (stereo not given),-0.9%,x,9%,0%,5%,0.8,i,12%,0%
Cc1nc2ccc([N+](=O)[O-])cc2s1,-0.3%,1%,3%,-2%,8%,0.5,i,-2%,-5%
CC(=O)c1ccc(N(CC(=O)NC2CCS(=O)(=O)C2)S(=O)(=O)c2ccc(Cl)cc2)cc1 (stereo not given),-0.6%,-1%,8%,3%,0%,-3.2,i,4%,0%
CN(C)CCNC(=O)C1CCCNC1=O (stereo not given),-0.3%,-15%,-6%,14%,5%[57.1 µM],-4.0,i,-2%,-3%
Cc1cccc(C(=O)NC(=S)N2CCc3ccccc3C2)c1,3.8%,-1%,15%,-14%,-13%,-2.4,i,3%,-3%
O=C1/C(=C/c2cccc([N+](=O)[O-])c2)CCc2ccccc21,u,-9%,11%,u,-2%,0.4,i,12%,-2%
CC1(C(=O)NS(=O)(=O)c2cccs2)CCN1C(=O)CC1CCCC1 (stereo not given),-0.5%,x,1%,3%,14%,0.7,i,x,x
O=C(CSc1nnc(-c2ccc(C(F)(F)F)cn2)o1)Nc1cccc(Cl)c1,2.1%,1%,14%,18%,5%,0.0,i,0%,1%
CC(C)c1nc(SCC(=O)N2CCCCCC2)c2c(=O)n(C)c(=O)n(C)c2n1,-0.9%,u,0%,2%,-21%,-1.6,i,-11%,-2%
CC(=O)c1ccc(Cl)c(Cl)c1Cl,0.2%,8%,10%,18%,-20%,0.3,i,0%,1%
Cc1ccc(C(c2sc3nc(C)nn3c2O)N2CCN(CCO)CC2)cc1 (stereo not given),0.1%,-14%,-1%,4%,13%,-1.1,i,-6%,0%
O=C(CCC(=O)c1cccs1)c1cccs1,u,u,0%,7%,7%,0.4,i,3%,1%[15.4 µM]
CCc1ccc(NC(=O)Cn2ccn(-c3cccc(Cl)c3)c(=O)c2=O)cc1,-0.6%&-0.1%,8%&-6%,11%,2%&-4%,5%,-1.9,i,2%&-1%,1%
CCN1C(=O)/C(=C/C=C2\N(CC)c3cc(S(=O)(=O)N(C)C)ccc3N2c2ccccc2)SC1=S,0.2%,u,-5%,23%,130%[activator],-3.1,i,u,-1%
Cc1ccc(CN(C)C(=O)c2cccc(S(=O)(=O)N3CCc4ccccc4C3)c2)o1,0.1%,u,-1%,u,-15%,-2.3,i,2%,-1%
Cc1cc(C(=O)COC(=O)/C=C/c2ccc(F)cc2)c(C)n1C,3.4%,14%,-6%,-7%,-3%,-2.0,i,-9%,-2%
CCN(CC(=O)Nc1c(F)cccc1F)C(=O)c1ccc(NC(=O)CC2SC(N3CCCC3)=NC2=O)cc1 (stereo not given),-0.2%,20%,0%,u,6%,-0.5,i,-4%,-1%
CC(=O)Nc1ccc(/C=N/NC(=O)CNS(=O)(=O)c2ccccc2)cc1,0.7%,8%,-1%,34%[activator],4%,-1.4,i,-7%,-2%
CSc1ncccc1C(=O)OCC(=O)N1CCN(S(=O)(=O)c2ccc(C)cc2C)CC1,-0.5%,8%,3%,9%,-4%,1.3,i,-4%,-1%
Cn1c(SCC(=O)c2ccc3c(c2)OCCO3)nnc1C1CC1,15%,23%,-5%,-2%,10%,2.9,i,-1%,2%
Cc1nc2ccccc2c(=O)n1/N=C/c1ccc(F)cc1,2.9%,3%,-2%,-19%,-13%,1.0,i,0%,0%
CC(C)NC(=O)Nc1ccc2c(c1)C(=O)N([C@@H](C)CO)C[C@H](C)[C@H](CN(C)S(=O)(=O)c1ccccc1)OCCCC[C@H](C)O2,0.3%,x,6%,4%,8%,-0.7,i,x,x

Assay outcomes (PubChem)
